Bioassay records as filed in PubChem.
ARFGAP1 inhibitor: inhibits rat ARF GTPase activating protein 1; Q62848; Arfgap1-stimulated ARF1 GTP hydrolysis, GDP FP detection; inhibition, % at 16.5 µM; actives 0.26% (n = 360,000); AID 651572;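 active = inhibition above a per-plate limit, mean inhibition of low control wells plus 3 SD, cut at about 25% in these data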;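 note: 0% = DMSO wells with enzyme and 100% = wells lacking Arfgap1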
Target sequence (Q62848 1-136 limits assumed): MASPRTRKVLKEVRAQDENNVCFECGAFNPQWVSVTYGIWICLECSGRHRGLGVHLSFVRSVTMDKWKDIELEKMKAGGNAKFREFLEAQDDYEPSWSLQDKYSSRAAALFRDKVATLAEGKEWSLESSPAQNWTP
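Assay system: purified rat His6-Arfgap1 residues 1-136 (GAP domain); Reagent: human Δ17 ARF1 bound to GTP; Dosing: 16.5 µM single point, 1.26% DMSO; Times: GTP hydrolysis reaction 2 h at 25 °C; Signal: FP, GDP Alexa 633 tracer displaced from anti-GDP antibody, 620/688 nm; Measure: % inhibition from polarization.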
DDE Tn7 FP inh: disrupts Tn7 cyclic peptide binding to fibrin D-Dimer-E complex; FP displacement of FITC-Tn7 peptide from fibrin DD(E); 0% = median of compound wells per plate; inhibition, % at 8.3 µM; AID 720508; actives 0.13% (n = 370,000);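 active = inhibition above the mean of compounds falling within the control limits plus 3 SD of them, cut at about 14% in these data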;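 note: 0% = plate median of compound wells and 100% = 10 µM Aha-Tn7 peptide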
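Assay system: human fibrin DD(E) protein / Input: 2 µM fibrin DD(E) / Benchmarks: high control of 10 µM Aha-Tn7 peptide / Measured by: fluorescence polarization of the labelled Tn7 tracer / Medium: Tris buffer with calcium and detergent, pH 7.8 / Timing: 10 min compound pre-incubation, 3 h probe incubation at room temperature / Repeats: one replicate per compound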
Rev-erbA mod: modulators of human Rev-erb alpha DNA binding; actives 0.79% (n = 370,000); activity, % at 10 µM; Rev-erbα–FITC-DNA binding, fluorescence polarization, 90 min; P20393;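 active = activity above about 14%, limit read from the data; passing the limit was not always enough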;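 note: 0% = DMSO wells with 35 nM protein and 100% = DMSO wells with 750 nM protein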
Target sequence (P20393 whole entry, looked up): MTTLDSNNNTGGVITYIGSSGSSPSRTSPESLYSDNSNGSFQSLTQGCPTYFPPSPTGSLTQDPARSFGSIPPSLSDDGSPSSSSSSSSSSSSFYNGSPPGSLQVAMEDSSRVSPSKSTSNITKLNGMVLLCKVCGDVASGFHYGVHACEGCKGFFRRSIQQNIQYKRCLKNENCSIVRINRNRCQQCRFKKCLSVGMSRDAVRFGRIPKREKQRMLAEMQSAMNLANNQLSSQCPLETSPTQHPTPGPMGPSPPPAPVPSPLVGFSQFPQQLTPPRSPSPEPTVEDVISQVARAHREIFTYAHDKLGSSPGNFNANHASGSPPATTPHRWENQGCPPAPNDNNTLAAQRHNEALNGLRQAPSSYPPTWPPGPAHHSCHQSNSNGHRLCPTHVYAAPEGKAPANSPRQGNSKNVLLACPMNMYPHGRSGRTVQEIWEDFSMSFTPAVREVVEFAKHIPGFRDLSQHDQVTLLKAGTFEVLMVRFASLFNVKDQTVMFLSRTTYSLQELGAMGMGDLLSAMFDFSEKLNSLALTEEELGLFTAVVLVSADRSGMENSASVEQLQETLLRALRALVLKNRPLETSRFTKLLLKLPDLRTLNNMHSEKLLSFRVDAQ
UHRF1 binding: blocks human UHRF1 binding to methylated DNA; Q96T88; UHRF1 binding to methylated oligo, TR-FRET; inhibition, % at 4.4 µM; actives 0.75% (n = 370,000); AID 687016; in the data active = inhibition above about 21%;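 note: UHRF1 SRA domain binding a hemimethylated CpG hairpin DNA probe; 0% = median of test compound wells and 100% = reference inhibitor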
Tn6 DDE FP: DD(E)-Tn6 binding inhibition, primary FP screen. AID 720509. actives 0.21% (n = 370,000). Fibrin DD(E) TRITC-Tn6 fluorescence polarization displacement. inhibition, % at 8.3 µM. P02675;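 active = inhibition above a per-campaign cutoff: mean of compounds within control limits plus 3 SD, cut at about 15% in these data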;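 note: 0% = median of all compound wells on the plate and 100% = blocking peptide control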
PLC-beta3 inh: inhibitors of human phospholipase C beta3; AID 720704; inhibition, % at 12.2 µM; Purified PLC-beta3, fluorogenic substrate, fluorescence; Q01970; actives 0.18% (n = 370,000); in the data active = inhibition above about 11%;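 note: 0% = median of compound wells on plate and 100% = full blocker control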
sPLA2-III inh: Blocks human group III sPLA2 activity | Q9NZ20 | inhibition, % at 12.2 µM | QFRET BODIPY PC-A2 liposome hydrolysis, fluorescence | actives 0.56% (n = 370,000);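 active = inhibition above mean plus 3 SD of compounds lying within the high and low control bounds, cut at about 19% in these data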;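 note: 0% = median of test compound wells and 100% = no enzyme DMSO wells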
ASAP1 inh: inhibitors of human ASAP1 ArfGAP activity. Q9ULH1. ASAP1-stimulated ARF1 GTP hydrolysis, GDP FP detection. inhibition, % at 16.5 µM. actives 0.19% (n = 360,000); in the data active = inhibition above about 25%;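 note: 0% = vehicle with enzyme and substrate and 100% = no enzyme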
PLC-gamma1 inh: inhibitors of human phospholipase C gamma1; P19174; purified PLC-gamma1, fluorogenic substrate, fluorescence; inhibition, % at 12.2 µM; AID 720700; actives 0.84% (n = 370,000); in the data active = inhibition above about 9.5%
proKLK7 act: proKLK7 (human) activation, primary screen. activation, % at 7 µM. purified proKLK7, EDANS-DABCYL substrate fluorescence; 100% is mature enzyme control, 0% vehicle. actives 0.9% (n = 370,000). AID 652039;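 active = activation above the mean of all tested compounds plus 3 SD, computed per campaign excluding outliers beyond control limits, cut at about 13% in these data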
Target sequence (P49862 whole entry, looked up): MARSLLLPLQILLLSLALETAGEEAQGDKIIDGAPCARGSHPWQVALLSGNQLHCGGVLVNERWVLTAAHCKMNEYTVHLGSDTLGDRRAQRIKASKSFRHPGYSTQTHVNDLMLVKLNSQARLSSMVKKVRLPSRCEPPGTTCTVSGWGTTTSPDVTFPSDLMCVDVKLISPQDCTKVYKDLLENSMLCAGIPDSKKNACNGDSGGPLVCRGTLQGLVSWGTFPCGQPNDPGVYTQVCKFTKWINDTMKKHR
Active calls of the source: *; / = no result given.

SMILES	ARFGAP1 inhibitor	DDE Tn7 FP inh	Rev-erbA mod	UHRF1 binding	Tn6 DDE FP	PLC-beta3 inh	sPLA2-III inh	ASAP1 inh	PLC-gamma1 inh	proKLK7 act
CCn1cc(C(=O)O)c(=O)c2cc(F)c(N3CCN(C(=S)NC(=O)c4cccc(C)c4)CC3)cc21	-4	6	-5	3	1	-18	11	0	-7	-1.2
Cn1/c(=N/NC(=O)c2cccc(OC(F)F)c2)sc2ccccc21	4	-6	3	2	0	1	11	2	9	0.0
CC(=O)Nc1ccc(C(=O)Nc2nnc(CCc3ccccc3)s2)cc1	3	-2	13	-9	-5	-12	3	-3	-3	0.1
CCN(CC)CCCN=C1N[C@@H](c2cccc(C(F)(F)F)c2)C(C(=O)OC)=C(C)N1CC	4	0	2	6	-2	2	9	6	-1	0.3
CCCC1C(C#N)=C(N)Oc2n[nH]c(C(C)(C)C)c21 (stereo unspecified)	-1	4	-3	-3	4	2	7	-6	-1	-0.8
Nn1c(SCc2cccc(F)c2)nnc1-c1cccnc1	-5	-2	-19	-1	-11	-4	-5	4	1	-0.3
CCN(CCCNC(=O)Cn1ncc2c(=O)oc3ccccc3c21)c1cccc(C)c1	4	-5	-4	-3	1	-2	-6	-2	0	0.4
C[C@H](O)[C@@H]1C(=O)N2CCc3ccc(-c4cccc(F)c4)cc3[C@@H]2C[C@@H]1N(C)S(=O)(=O)c1ccccc1	-9	4	4	-2	-4	-3	-24	14	-3	-0.6
CCOC(=O)c1c(C)[nH]c(C(=O)CSc2nnc(CC(C)c3ccccc3)o2)c1C (stereo unspecified)	9	2	5	0	3	-2	-9	0	-3	-0.6
COc1ccc(NC(=S)Nc2ccc(OCc3ccccc3)cc2)cc1OC	-4	5	6	-8	-3	-8	-2	-2	-9	-0.5
Cn1c(SCC(=O)N2CCN(c3ccccc3)CC2)nnc1-c1cc2ccccc2o1	4	-7	2	6	2	2	0	2	-1	-0.4
COc1ccc2c(CC(=O)NNC(=O)c3ccccc3F)coc2c1	4	2	2	0	-3	-9	12	-1	-7	-0.6
CCOC(=O)c1c(C)[nH]c(C(=O)COC(=O)[C@H](C)NC(=O)c2ccccc2Cl)c1C	-6	6	6	-1	1	0	-16	15	0	-0.3
CS(=O)(=O)N(CC(=O)N1CCCCC1)Cc1ccccc1	-3	2	-3	1	5	-5	11	3	2	-0.3
COc1ccccc1NC(=O)CSc1nnc(CC(=O)Nc2cccc(C(F)(F)F)c2)n1C	3	5	2	5	-3	-7	7	9	1	-0.6
Cc1cc(C)c(C(=O)N2CCCC(Nc3ccc(F)cc3)C2)o1 (stereo unspecified)	4	2	-6	1	-1	-7	0	-2	2	-0.6
COc1ccc(C(=O)C2CCCN(C(=O)C3CCOCC3)C2)cc1OC (stereo unspecified)	1	-5	-2	15	-3	-6	-2	5	3	0.1
O=C(CNC(=O)C1COc2ccccc2O1)N/N=C\c1ccccc1Cl (stereo unspecified)	5	-1	-6	1	2	-2	4	21	2	-0.2
CN(C)C(=O)COC(=O)c1cccnc1Nc1ccccc1F	6	0	0	-3	-3	-7	3	18	-5	0.3
O=C(CCN1C(=O)C2CC=CCC2C1=O)Nc1ccccc1Cl (stereo unspecified)	-1	2	-1	6	2	-7	7	10	6	0.0
CCCNC(=O)Cn1cnc2sc(C(=O)N3CCN(Cc4ccc5c(c4)OCO5)CC3)c(C)c2c1=O	-1	-6	1	-3	-1	1	-5	-15	2	0.0
CCN1CCN(C(=S)NC(CC(=O)c2ccccc2)c2ccccc2)CC1 (stereo unspecified)	0	-6	-1	-1	0	2	2	-11	0	0.2
C=CCNC(=O)c1cc(Cl)cc(Cl)c1	2	2	1	0	0	3	-4	3	-1	0.4
COc1ccccc1NC(=S)N1CCCc2ccccc21	-3	3	-7	4	-7	-5	8	-5	3	-0.4
Cc1cc(F)ccc1S(=O)(=O)Nc1ccccc1C(=O)Nc1ccc2[nH]c(=O)[nH]c2c1	8	5	5	-1	2	-30	-44	0	-22	0.0

11 compounds out of the list, arranged by length of the SMILES, descending.
SMILES	ARFGAP1 inhibitor	DDE Tn7 FP inh	Rev-erbA mod	UHRF1 binding	Tn6 DDE FP	PLC-beta3 inh	sPLA2-III inh	ASAP1 inh	PLC-gamma1 inh	proKLK7 act
CCCNC(=O)Cn1cnc2sc(C(=O)N3CCN(Cc4ccc5c(c4)OCO5)CC3)c(C)c2c1=O	-1	-6	1	-3	-1	1	-5	-15	2	0.0
CCOC(=O)c1c(C)[nH]c(C(=O)COC(=O)[C@H](C)NC(=O)c2ccccc2Cl)c1C	-6	6	6	-1	1	0	-16	15	0	-0.3
Cc1cc(F)ccc1S(=O)(=O)Nc1ccccc1C(=O)Nc1ccc2[nH]c(=O)[nH]c2c1	8	5	5	-1	2	-30	-44	0	-22	0.0
CCN(CCCNC(=O)Cn1ncc2c(=O)oc3ccccc3c21)c1cccc(C)c1	4	-5	-4	-3	1	-2	-6	-2	0	0.4
CCN1CCN(C(=S)NC(CC(=O)c2ccccc2)c2ccccc2)CC1 (stereo unspecified)	0	-6	-1	-1	0	2	2	-11	0	0.2
Cn1/c(=N/NC(=O)c2cccc(OC(F)F)c2)sc2ccccc21	4	-6	3	2	0	1	11	2	9	0.0
Cc1cc(C)c(C(=O)N2CCCC(Nc3ccc(F)cc3)C2)o1 (stereo unspecified)	4	2	-6	1	-1	-7	0	-2	2	-0.6
COc1ccc2c(CC(=O)NNC(=O)c3ccccc3F)coc2c1	4	2	2	0	-3	-9	12	-1	-7	-0.6
CCCC1C(C#N)=C(N)Oc2n[nH]c(C(C)(C)C)c21 (stereo unspecified)	-1	4	-3	-3	4	2	7	-6	-1	-0.8
CS(=O)(=O)N(CC(=O)N1CCCCC1)Cc1ccccc1	-3	2	-3	1	5	-5	11	3	2	-0.3
COc1ccccc1NC(=S)N1CCCc2ccccc21	-3	3	-7	4	-7	-5	8	-5	3	-0.4

Remaining list, next part:
SMILES	ARFGAP1 inhibitor	DDE Tn7 FP inh	Rev-erbA mod	UHRF1 binding	Tn6 DDE FP	PLC-beta3 inh	sPLA2-III inh	ASAP1 inh	PLC-gamma1 inh	proKLK7 act
Nc1ccc2c(c1)OC1(CCCC1)O2	9	0	-3	-4	-7	-50	1	-3	-33	3.8
CC1Cc2ccccc2N1C(=O)/C=C/c1cccc(F)c1 (stereo unspecified)	0	-9	5	-1	0	2	-7	-4	3	0.5
O=C(Nc1ccc(OC(F)(F)F)cc1)c1ccc2ccccc2n1	7	-6	0	1	-1	1	2	-1	4	-0.1
O=C(NCc1ccco1)C(c1cccs1)N(C(=O)Cc1cccs1)c1ccccc1 (stereo unspecified)	-24	4	4	-3	9	-4	-13	4	-2	-0.1
Cc1cc(C)c(S(=O)(=O)Nc2nnc(CC(C)C)s2)c(C)c1	8	0	2	4	1	-7	-39	4	1	-0.4
O=C1NC(=O)C2C3C=CC(C12)C1C(=O)NC(=O)C31 (stereo unspecified)	1	6	-7	4	-8	2	11	-1	8	-0.2
CCC(=O)N1CCc2cc(S(=O)(=O)CCC(=O)N3CCN(c4ccc(Cl)cc4)CC3)ccc21	0	-2	-7	2	3	-12	5	-1	8	-0.5
Cc1ccc(NS(=O)(=O)c2ccc(-c3coc(C)n3)cc2)c(Cl)c1	-3	-5	5	-2	4	-3	-25	-7	-2	0.2
CCCCN(C)C(=O)c1sc(=O)n(Cc2cc(Cl)ccc2OC)c1C	7	4	6	4	-5	3	11	-4	-4	0.2
COC(=O)c1ccc(NC(=O)CC2C(=O)N(c3ccc(C)cc3)C(=O)N2CC(C)C)cc1 (stereo unspecified)	-2	-2	-1	1	0	8	-33	1	0	0.4
COc1ccccc1N(C(=O)c1ccco1)C(C(=O)NC1CCCC1)c1cccnc1 (stereo unspecified)	-11	3	4	3	-5	6	0	-6	6	-0.2
Cn1c(CNc2ccc(Cl)cc2)nnc1SCc1ccccc1	-11	-4	-2	-1	6	4	-5	-4	3	0.2
CCCCCCOC(=O)c1ccccc1NC(=O)/C=C/C(=O)O	6	-7	-2	7	0	-4	18	-7	-1	-0.7
COc1ccc(NC(=O)COC(=O)CCc2ccc(S(=O)(=O)N3CCOCC3)cc2)cc1OC	-3	6	-6	0	2	0	1	9	0	-1.0
COc1ccc(S(=O)(=O)NCC2CCCN(Cc3ccc(O)cc3)C2)cc1 (stereo unspecified)	3	-2	2	1	8	-2	-20	-15	3	0.6
Cc1ccc(NC(=O)CSc2nnc(C3CC3)n2N)cc1S(=O)(=O)N1CCOCC1	-6	-4	6	4	-5	0	0	-6	-6	-0.5
COc1ccc(C(=O)COC(=O)CCNS(=O)(=O)c2ccccc2)c(OC)c1	7	4	0	4	-6	-11	-6	9	3	-0.8
CCCn1c(N)c(N(CCOC)C(=O)c2cc(C)cc(C)c2)c(=O)[nH]c1=O	11	-4	2	1	6	1	0	4	5	0.8
Cn1c(-c2cccc(F)c2)nc2c1c(=O)[nH]c(=O)n2Cc1ccccc1	3	-1	3	-2	-2	-2	4	6	5	0.6
CCOC(=O)c1c(C)[nH]c(C(=O)COC(=O)COc2ccccc2C)c1C	4	0	1	2	-7	3	-28	-1	-1	-0.6
CCC1S/C(=N/N=C/c2ccco2)N(Cc2ccccc2)C1=O (stereo unspecified)	-2	-7	-3	-2	3	-1	-6	-5	4	-0.2
c1ccc2oc(Cc3ccc(Cc4nc5ccccc5o4)cc3)nc2c1	2	8	-2	3	7	0	-57	7	-2	0.2
CN(C(=O)Cc1noc2ccccc12)c1ccccc1	0	1	-4	-3	1	4	-1	-1	2	-0.1
O=C(CN1CCOCC1)N1CCc2ccccc2C(c2ccccc2)C1 (stereo unspecified)	2	2	12	-1	-2	-1	4	2	1	0.2
O=C(Cc1ccc(Cl)cc1)NNC(=S)NC(=O)c1cccnc1	13	-5	1	3	-9	6	8	0	3	-0.2
CCCC1CCC2(CCC(=O)N2CCO)CC1 (stereo unspecified)	/	2	4	3	-2	1	7	/	2	-0.5
CCCN1C(=O)c2n[nH]c(C)c2C1c1ccc(Br)cc1 (stereo unspecified)	-12	-1	-7	-2	10	2	0	-9	-1	-0.3
COc1ccc(C)c2sc(N(CCN(C)C)C(=O)c3cccc(N4C(=O)CCC4=O)c3)nc12	0	8	-8	1	1	-1	14	6	5	0.3
Nc1cc(=O)[nH]c(SCC(=O)Nc2ccc(Br)cc2)n1	-8	3	-5	-2	0	-3	0	2	0	0.1
